Screens deposited in PubChem BioAssay by several laboratories.
ABHD4 inh – inhibitors of mouse ABHD4. 370,000 compounds, 0.54% hits. inhibition, % at 8.92 µM. purified mABHD4, FP-Rh probe fluorescence polarization. AID 720543;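 active means inhibition exceeding the mean over every tested compound plus 3 SD, cut at about 30% in these data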;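 further: 0% = plate median of compound wells and 100% = S159A mutant with DMSO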
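Assay system: mouse ABHD4 enzyme, wild type / Also added: fluorescent activity-based probe FP-Rh / Doses: single nominal dose of 8.92 µM, 0.89% DMSO final / Timing: 45 min compound pre-incubation plus 60 min probe step, 25 °C / Signal: FP readout, ex 525 nm / em 598 nm / Control set: S159A mutant/DMSO as 100%, compound-well median as 0%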
rCAG RNA binder – binds r(CAG) RNA repeats; inhibition, % at 3 µM; 370,000 compounds, 1.3% hits; r(CAG) RNA repeat, TO-PRO-1 dye displacement fluorescence; AID 651821;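 active means inhibition above the plate cutoff, the mean of all test compounds on that plate plus 3 SD, cut at about 35% in these data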;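 further: 0% = DMSO alone and 100% = 100 µM mitoxantrone as full dye displacement; higher means more dye released from RNA so lower well fluorescence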
SIAE primary – inhibitors of human sialic acid acetylesterase SIAE; Q9HAT2; SIAE FP-Rh probe binding, fluorescence polarization; inhibition, % at 9.66 µM; 370,000 compounds, 0.69% hits; AID 1053197;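 active means inhibition above a cutoff: mean of compounds within the control limits plus 3 SD of those, cut at about 17% in these data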;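 further: 0% = plate median of compound wells and 100% = probe without SIAE protein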
Target sequence (Q9HAT2 whole entry, looked up): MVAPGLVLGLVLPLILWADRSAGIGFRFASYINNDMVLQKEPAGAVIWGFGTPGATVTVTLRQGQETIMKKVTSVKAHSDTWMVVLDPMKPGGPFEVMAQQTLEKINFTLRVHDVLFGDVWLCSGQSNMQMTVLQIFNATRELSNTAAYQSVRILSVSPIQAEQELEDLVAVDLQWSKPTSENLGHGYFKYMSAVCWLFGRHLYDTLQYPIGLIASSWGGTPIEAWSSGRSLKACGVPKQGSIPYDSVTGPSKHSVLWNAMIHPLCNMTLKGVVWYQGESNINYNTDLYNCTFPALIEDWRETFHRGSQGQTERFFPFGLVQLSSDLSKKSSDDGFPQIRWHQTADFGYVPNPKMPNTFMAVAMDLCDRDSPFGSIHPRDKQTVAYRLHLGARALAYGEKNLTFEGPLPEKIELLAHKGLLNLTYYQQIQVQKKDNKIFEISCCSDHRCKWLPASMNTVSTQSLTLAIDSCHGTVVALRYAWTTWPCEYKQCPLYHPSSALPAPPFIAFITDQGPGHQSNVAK
HTRA1 inh – inhibitors of human serine peptidase HTRA1; Q92743; recombinant HTRA1, FP-rhodamine activity-based probe, fluorescence polarization; inhibition, % at 5.96 µM; 340,000 compounds, 0.5% hits; in the data active means inhibition above about 36%;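 further: 0% = enzyme with DMSO and 100% = wells lacking enzyme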
PRMT1 inh – PRMT1 (human) inhibition, primary screen | Q99873 | recombinant PRMT1, activity-based probe fluorescence polarization | inhibition, % at 2.79 µM | 370,000 compounds, 1.3% hits | AID 652257;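 active means inhibition above about 21% made by adding two undisclosed values, limit read from the data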
MBD2 DNA inh – MBD2-methylated oligo binding inhibition; Q9UBB5; TR-FRET, MBD2 binding to methylated oligonucleotide; inhibition, % at 4.4 µM; 370,000 compounds, 0.31% hits; AID 686964; in the data active means inhibition above about 13%
Target sequence (Q9UBB5 whole entry, looked up): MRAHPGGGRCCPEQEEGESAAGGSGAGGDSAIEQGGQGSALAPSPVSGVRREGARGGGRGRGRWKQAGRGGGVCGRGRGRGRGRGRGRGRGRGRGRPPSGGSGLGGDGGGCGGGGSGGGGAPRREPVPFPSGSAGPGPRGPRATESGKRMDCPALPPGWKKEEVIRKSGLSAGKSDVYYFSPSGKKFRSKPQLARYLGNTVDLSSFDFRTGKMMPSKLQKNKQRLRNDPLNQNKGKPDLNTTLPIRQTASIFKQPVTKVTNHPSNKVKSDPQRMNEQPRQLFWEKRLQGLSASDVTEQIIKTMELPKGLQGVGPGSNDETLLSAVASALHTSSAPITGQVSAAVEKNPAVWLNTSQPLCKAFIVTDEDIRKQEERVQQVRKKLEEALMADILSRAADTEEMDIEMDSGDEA
TCR-CD3 inh – blocks the human TCR-CD3 interaction | TAMRA-labeled TCR probe fluorescence, biochemical | inhibition, % at 9.4 µM | 360,000 compounds, 0.37% hits; in the data active means inhibition above about 19%;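 further: recombinant mutant TCR 2C K166C tagged with TAMRA read by polarization; 0% = receptor in buffer alone and 100% = receptor with positive control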
UHRF1 MBD2 ctr – UHRF1 methyl-DNA binding inhibition; AID 687016; UHRF1 binding to methylated oligo, TR-FRET; inhibition, % at 4.4 µM; 370,000 compounds, 0.75% hits; in the data active means inhibition above about 21%;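 further: UHRF1 SRA domain binding a hemimethylated CpG hairpin DNA probe; 0% = median of test compound wells and 100% = reference inhibitor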
NPR1 activator – GC-A (human) enzyme activation; P16066; HEK293 GC-A cells, cGMP TR-FRET, EC30 ANP; 0% at EC30 ANP, 100% saturating ANP; activation, % at 10 µM; 370,000 compounds, 0.14% hits; AID 1671463; in the data active means activation above about 40%
GC-B act – GC-B (human) receptor activation; P20594; HEK293-GC-B cells, CNP EC30, cGMP TR-FRET; 0% at EC30 CNP, 100% saturating CNP; activation, % at 10 µM; 370,000 compounds, 0.11% hits;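 active means activation at 10 µM reaching about 35% in either raw or pattern-adjusted values, limit read from the data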
Starred values were filed as active, the others as inactive; . = no result given. Not all compounds are listed; the hit share may differ from the screen's.

SMILES | ABHD4 inh | rCAG RNA binder | SIAE primary | HTRA1 inh | PRMT1 inh | MBD2 DNA inh | TCR-CD3 inh | UHRF1 MBD2 ctr | NPR1 activator | GC-B act
Cc1ccccc1C(=O)N1CCN(c2ccc(NC(=O)c3cccnc3)cc2)CC1 | 3.0 | -6.0 | 6.2 | 6.9 | -1.6 | -0.2 | 6.0 | -1.8 | -1.8 | 0.5
COC(=O)c1ccc(NC(=S)N2CCN(Cc3ccccc3OC)CC2)cc1 | -11.5 | 0.0 | -14.2 | -11.3 | 9.1 | 5.7 | -9.4 | -0.1 | -0.8 | 2.6
CCCCN(CC)C(=O)c1n[nH]c(=O)c2ccccc12 | 1.9 | -1.5 | 3.0 | 0.1 | -0.8 | 0.5 | 6.1 | -0.1 | -5.9 | -1.8
CCOC(=O)C1CCCN(C2=NC(=O)/C(=C/c3ccc(N(C)C)cc3)S2)C1 (centres undefined) | -20.8 | -29.0 | -16.1 | 1.3 | -25.9 | -13.5 | -3.7 | -23.1 | -2.9 | 2.3
COc1ccc(/C=C(/NC(=O)c2ccccc2)c2nc3ccc(Cl)cc3[nH]2)cc1OC | 9.0 | 16.6 | 2.8 | -19.2 | -3.2 | -1.1 | 6.5 | -2.9 | -2.3 | -0.2
COc1ccccc1C(=O)NNC(=O)C(=O)Nc1cccc(Cl)c1C | -3.3 | 4.5 | 4.5 | -2.1 | 0.4 | 0.9 | -11.7 | 3.4 | -0.6 | 1.0
COc1ccccc1NC(=O)CSc1nnnn1-c1ccc(F)cc1 | 3.5 | -4.1 | -4.7 | -6.8 | -5.4 | 1.8 | 2.9 | -0.3 | -0.3 | 5.2
CC(C)C[C@H]1CN=C(N(C)C)N1CC(C)C | -15.6 | -0.7 | 10.2 | 10.4 | 1.9 | 0.2 | -3.6 | 2.5 | -3.7 | -0.1
COc1ccc(C2=Nc3ccccc3NC(=O)C2N(C(=O)c2cnc(C)cn2)c2ccc(N3CCOCC3)cc2)cc1 (centres undefined) | 11.2 | 5.2 | 2.9 | . | 3.4 | -6.8 | 2.7 | -3.6 | 1.6 | -3.3
Cn1c(C(=O)O)c(CC(=O)Nc2ccccc2F)c2ccccc21 | 6.4 | 7.7 | 0.1 | 0.1 | 1.1 | 1.5 | 1.6 | 2.1 | 0.8 | 0.2
CCC(=O)Nc1cc(C(=O)O)ccc1Sc1ccccc1 | 2.0 | 1.8 | 1.6 | 3.8 | -1.2 | -5.8 | 0.6 | -1.2 | 1.4 | 0.9
COC(=O)c1sc2ncccc2c1OCc1ccccc1Cl | -12.1 | 0.3 | -9.6 | -28.8 | -5.0 | -4.2 | 4.0 | -0.1 | 1.8 | 2.9
C=C[C@@H](C)N(Cc1ccc(OC)cc1)S(=O)(=O)N(Cc1ccccc1)[C@H](C=C)C(C)C | 0.2 | 0.7 | 2.2 | -10.8 | -0.4 | -1.4 | 2.3 | -0.4 | -6.4 | -4.6
CCC1=NN2C(=N)/C(=C\c3cccn3-c3ccc(C)cc3C)C(=O)N=C2S1 | -41.4 | 30.9 | -11.8 | -44.7 | 0.9 | 1.4 | -8.6 | 30.0* | -4.6 | 5.7
CCN(CC)S(=O)(=O)c1ccc(NC=C(C#N)C#N)cc1 | 1.1 | -2.6 | 3.4 | -1.7 | 2.7 | -4.4 | -3.8 | -3.8 | 2.2 | 1.7
O=C(NNc1ccc(-c2csnn2)cc1)c1cc(Cl)cc(Cl)c1 | -2.9 | 7.1 | 2.6 | . | 9.4 | 2.2 | -10.4 | 8.1 | 0.6 | -0.5
COc1ccc(CNC(=S)Nc2cccc(C)c2)cc1 | 1.8 | -2.0 | 4.6 | -1.7 | 2.0 | 2.6 | -8.0 | -0.2 | 1.3 | 2.7
COc1cc(OC)cc(-c2c(Sc3ccccc3)c3cc(-c4cnc(OC)nc4)ccc3n2C)c1 | -0.1 | 5.0 | 2.7 | . | -0.3 | 5.2 | 9.6 | -0.8 | -1.9 | -6.2
Nc1[nH]c(C(=O)c2ccccc2)c(-c2ccc(Cl)cc2Cl)c1C(=O)c1ccc(Cl)cc1 | 9.0 | 7.6 | 6.8 | . | 2.7 | 0.4 | -4.6 | -0.9 | -4.6 | -0.2
C=CCc1ccccc1OCC(O)CN1CCN(c2ccc(C)cc2)CC1 (centres undefined) | 10.7 | -6.6 | 8.5 | 0.3 | 3.4 | -0.4 | -5.3 | 9.1 | 0.3 | 3.8
CCOC(=O)c1c(C)nc2sc(C(N)=O)c(N)c2c1-c1ccccc1 | 4.4 | -1.2 | 1.5 | 2.1 | 3.4 | -0.6 | -5.0 | -0.6 | -20.4 | -22.4
CCOC(=O)CSc1nc(N)nc(C)c1Br | 3.9 | -3.2 | -0.7 | -1.1 | -0.1 | 4.9 | -2.2 | 0.8 | -5.5 | -4.1
c1ccc(CO/N=C(\c2ccc(C3CC3)nc2)C2CC2)cc1 | -2.4 | -7.1 | -4.8 | -3.5 | -2.9 | 1.4 | 2.4 | -0.3 | -3.9 | -2.6
CC(C)CNc1cccc2c1S(=O)(=O)N(Cc1cn(Cc3ccccc3C(F)(F)F)nn1)Cc1ccccc1O2 | 13.9 | 7.5 | -2.4 | . | 2.6 | 4.3 | . | 1.8 | -1.9 | 14.8
O=C(NCc1cccnc1)c1csc2c1CCCC2 | -4.4 | -1.1 | -5.5 | -3.6 | 0.1 | 0.6 | -9.7 | -1.6 | 1.5 | -2.4

Three structures already listed, sorted by SMILES length, largest number first.
SMILES | ABHD4 inh | rCAG RNA binder | SIAE primary | HTRA1 inh | PRMT1 inh | MBD2 DNA inh | TCR-CD3 inh | UHRF1 MBD2 ctr | NPR1 activator | GC-B act
Cn1c(C(=O)O)c(CC(=O)Nc2ccccc2F)c2ccccc21 | 6.4 | 7.7 | 0.1 | 0.1 | 1.1 | 1.5 | 1.6 | 2.1 | 0.8 | 0.2
O=C(NCc1cccnc1)c1csc2c1CCCC2 | -4.4 | -1.1 | -5.5 | -3.6 | 0.1 | 0.6 | -9.7 | -1.6 | 1.5 | -2.4
CCOC(=O)CSc1nc(N)nc(C)c1Br | 3.9 | -3.2 | -0.7 | -1.1 | -0.1 | 4.9 | -2.2 | 0.8 | -5.5 | -4.1

(next part)
SMILES | ABHD4 inh | rCAG RNA binder | SIAE primary | HTRA1 inh | PRMT1 inh | MBD2 DNA inh | TCR-CD3 inh | UHRF1 MBD2 ctr | NPR1 activator | GC-B act
Cc1ccc(NC(=O)NNC(=O)COc2ccc3ccccc3c2)cc1 | 0.7 | 7.0 | 0.0 | -4.9 | 0.7 | 0.3 | 8.5 | -0.7 | 0.4 | 2.9
COc1ccc(NC(=O)C2CCCN(c3cnccn3)C2)c(OC)c1 (centres undefined) | 4.0 | -5.2 | 0.7 | 2.0 | 3.1 | -1.9 | -0.1 | 3.8 | 3.6 | -1.4
C#CCOCCOCCOCCNc1nc(N2CCN(C(=O)[C@H]([C@@H](C)CC)n3cc(CCC(=O)O)nn3)CC2)nc(N2CCN(C(=O)[C@H](CCCCN)n3cc(CCCC)nn3)CC2)n1 | 3.2 | -6.5 | -5.1 | -3.3 | 3.2 | 24.6* | -4.1 | 9.7 | 0.2 | -1.3
Cn1nc(C(=O)Nc2ccc(S(=O)(=O)NCc3ccco3)cc2)c2ccccc2c1=O | 0.9 | 2.3 | 0.7 | . | 0.2 | 5.0 | 5.3 | 4.9 | 5.4 | 1.3
CCOC(=O)[C@]12CCC=C1N(CCC1=CCCCC1)C(=O)[C@H](CC(=O)NCc1ccc(C)o1)C2 | 10.0 | 3.4 | -7.2 | . | 13.3 | 4.7 | 0.8 | 0.0 | 1.2 | 5.2
CCn1nc(NC(=O)C(C)C)c2cc3cccc(C)c3nc21 | -17.8 | -2.0 | -4.6 | -3.8 | 9.9 | 0.0 | -5.8 | 8.4 | -6.2 | -11.9
Cc1ccc(-c2nc3ccccc3c(=O)o2)cc1 | -3.8 | 3.5 | 1.6 | 3.5 | 0.0 | 2.7 | 3.4 | -0.7 | -7.5 | -5.3
CC(=O)c1cccc(NC(=O)CCCNC(=O)c2ccc(Cl)cc2)c1 | 6.7 | -5.8 | -10.7 | 6.3 | 2.3 | 4.4 | -2.0 | 4.6 | -6.0 | 1.7
CC(=O)C1=C(O)C(=O)N(c2ccc(O)cc2)C1c1cccc(F)c1 (centres undefined) | -0.4 | -0.2 | 14.5 | 1.3 | -1.7 | -0.9 | 1.3 | 1.0 | 0.4 | 1.9
CCC(=O)Nc1ccc(C(=O)NNC(=O)C(c2ccccc2)c2ccccc2)cc1 | -14.4 | 4.4 | -14.3 | 3.0 | 0.5 | 11.0 | -3.8 | 5.6 | -2.8 | 0.4
O=C1C=C(N2CCOCC2)CCC1 | 0.4 | -1.5 | 3.6 | 4.3 | 6.3 | 2.7 | -2.5 | 0.5 | 1.4 | 2.9
CC(C)(C)NC(=O)C(c1ccncc1)n1c(-c2ccc(C(F)(F)F)cc2)nc2ccccc21 (centres undefined) | -3.9 | 3.4 | -1.9 | . | 1.3 | -1.5 | -7.0 | 3.1 | -0.2 | -1.2
COc1ccc2c(c1)C(CC(=O)NN)CCC2 (centres undefined) | -16.2 | 6.0 | -3.1 | 13.8 | 4.0 | 8.1 | -8.0 | 2.6 | 1.7 | -1.2
O=C(C(=O)N1CCC(CNS(=O)(=O)c2ccc(F)c(F)c2)CC1)c1cc2ccccc2o1 | -3.2 | 3.5 | 2.0 | . | 2.2 | 0.4 | 1.5 | -3.4 | -2.1 | 8.9
O=C(CSC1=NC2(CCCCC2)N=C1c1ccccc1)Nc1ccc2c(c1)OCCO2 | -3.1 | 3.6 | 6.0 | -23.6 | 22.1* | -4.5 | -3.1 | 0.3 | -1.7 | -4.5
CCOC(=O)c1c(C)nc2ccccn12 | -2.1 | 0.7 | 9.3 | 4.5 | -0.8 | -0.4 | -1.5 | 1.1 | 2.5 | 7.8
CC(=O)c1ccc(NC(=O)Nc2sc(NS(=O)(=O)c3ccccc3)nc2C)cc1 | 13.1 | 37.9* | 12.9 | 15.9 | 2.7 | 1.5 | 5.9 | -0.4 | -4.9 | 3.9
Cc1cccc2sc(NC(=O)CN(C)S(=O)(=O)c3ccc(Br)s3)nc12 | -31.4 | 1.6 | -25.0 | -44.7 | -1.6 | 1.5 | -1.6 | -0.3 | 13.6 | -0.4
CC(=O)Nc1nc(SCCCc2ccccc2)n[nH]1 | 2.8 | -2.5 | 1.4 | 4.8 | 0.1 | 0.3 | 2.5 | 0.4 | 4.7 | 4.2
Cn1ccc(C(=O)OCC(=O)Nc2ccccc2Cl)n1 | -8.6 | 1.1 | -4.6 | 1.4 | 3.2 | -0.8 | -3.8 | -0.1 | -13.6 | -2.3
COc1cc(/C=C/C(=O)OCC(=O)Nc2oc(C)c3c(C)n[nH]c(=O)c23)ccc1OC(F)F | 0.6 | -1.9 | -4.7 | 7.6 | 1.4 | -0.8 | 6.2 | 2.4 | -2.7 | -9.9
COc1ccc(Cn2nnc(C(=O)Nc3ccc(F)cc3)c2N)cc1 | -9.0 | 3.5 | -3.6 | 0.8 | 0.9 | 3.1 | -0.3 | 7.4 | -11.8 | 0.9
COc1ccccc1CNC(=O)CCCN1C(=O)NC2(CCCC2)C1=O | 4.6 | -3.4 | -4.3 | -5.5 | 5.5 | 0.8 | -1.8 | 2.3 | 3.4 | -3.4
CC(C)n1c(SCC(=O)N2c3ccccc3Sc3ccccc32)nc2c1c(=O)n(C)c(=O)n2C | 1.4 | -2.0 | -2.8 | 4.1 | -2.4 | 1.7 | 5.8 | -0.2 | -21.5 | -7.7
C=CCNC(=S)N/N=C/c1ccc(-c2ccc(Cl)cc2Cl)o1 | 5.0 | 7.4 | 13.4 | -9.2 | -2.5 | -2.4 | -6.8 | -4.5 | 3.9 | -5.2
